TCR activator – activators of T cell receptors. 330,000 tested, under 10 active. Potency, µM (series often up to 9.22 µM), inactives show top-dose activation of IL-2 secretion, usual class: activators. primary human leukocytes, anti-CD3, IL-2 HTRF, 48 h. AID 504894; also: % of control where 0% means no effect
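Activity was scored as IL-2 release from primary human leukocytes given only a TCR signal (a-CD3 beads) plus compound for 48 hr. Detection used a two-antibody HTRF format read at 665nm.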
Tb PFK block – inhibitors of T. brucei phosphofructokinase; O15648; T. brucei PFK, ADP-Glo luminescence; Potency, µM (highest dose often 57.5 µM), for the others: at the highest dose activity, negative = inhibition, actives largely listed as inhibitors; 330,000 compounds, 0.17% hits; AID 485367;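 also: potency is read from the fitted curve at half-maximal effect; 0% = uninhibited 1x PFK enzyme wells and -100% = no-enzyme wells; nearly all actives have a fitted effect of over 60% in size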
Target sequence (O15648 whole entry, looked up): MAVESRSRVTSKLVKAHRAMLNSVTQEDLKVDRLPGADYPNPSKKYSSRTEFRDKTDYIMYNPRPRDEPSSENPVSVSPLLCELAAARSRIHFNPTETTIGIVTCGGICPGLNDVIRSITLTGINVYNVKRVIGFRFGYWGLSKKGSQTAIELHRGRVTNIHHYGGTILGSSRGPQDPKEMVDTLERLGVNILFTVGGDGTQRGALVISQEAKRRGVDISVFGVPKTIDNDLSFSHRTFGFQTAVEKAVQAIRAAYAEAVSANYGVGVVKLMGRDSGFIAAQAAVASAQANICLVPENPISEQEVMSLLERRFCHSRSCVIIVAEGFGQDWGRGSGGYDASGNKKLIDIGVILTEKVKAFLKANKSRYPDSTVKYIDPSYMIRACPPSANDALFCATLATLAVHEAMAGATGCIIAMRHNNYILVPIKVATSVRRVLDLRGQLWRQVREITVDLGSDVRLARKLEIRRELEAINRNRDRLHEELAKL
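1.25 nM PFK with 0.5 mM F6P and 0.1 mM ATP in 0.1 M TEA pH 8.0, 5 mM MgCl2, incubated 45 min at room temperature; ADP measured by ADP-Glo luminescence; compounds titrated up to 57 uM.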
KCNH2 WT inh – blocks the wildtype human KCNH2 potassium channel; 340,000 compounds, 0.37% hits; AID 720551; activity change, % at 1.84 µM; Q12809; U2OS, BacMam KCNH2, thallium flux FluxOr; active compounds read low;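 active = maximum activity change below -70%; inconclusive = maximum activity change between -70% and -50%; inactive = maximum activity change above -50%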; also: % is scaled to controls: 0 for no effect and ±100 for the full control effect
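U2OS cells were transduced with wild-type KCNH2 virus (2.03 x 10^8 / mL) for 4 h at room temperature, then cultured overnight at 37 C. Thallium flux was read with FluxOr dye. Rate constants were normalized to DMSO controls.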
GALK inhibitor – blocks human galactokinase activity. Potency, µM (top dose mostly 57.5 µM), for the others: at the top dose activity change, negative = inhibition, hits mostly inhibitors. AID 1868. 270,000 compounds, 0.007% hits. Purified GALK, Kinase-Glo residual ATP luminescence. P51570; also: potency is read from the fitted curve at half-maximal effect; % is scaled to controls: 0 for no effect and ±100 for the full control effect
Target sequence (P51570 whole entry, looked up): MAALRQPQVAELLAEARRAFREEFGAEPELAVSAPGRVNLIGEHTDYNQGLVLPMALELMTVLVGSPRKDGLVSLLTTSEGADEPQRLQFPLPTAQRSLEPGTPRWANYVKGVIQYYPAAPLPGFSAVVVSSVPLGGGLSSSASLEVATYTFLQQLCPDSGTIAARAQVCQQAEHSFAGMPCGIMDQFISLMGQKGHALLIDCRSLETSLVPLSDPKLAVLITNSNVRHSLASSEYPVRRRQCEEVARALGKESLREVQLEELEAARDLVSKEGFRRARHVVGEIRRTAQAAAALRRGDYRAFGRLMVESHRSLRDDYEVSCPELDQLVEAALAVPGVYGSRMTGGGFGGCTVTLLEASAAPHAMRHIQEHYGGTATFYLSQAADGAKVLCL
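GALK at 5 nM final was combined with compound, 35 uM ATP and 100 uM galactose in HEPES pH8.0 with MgCl2 and DTT. The reaction ran one hour at room temperature before luminescent ATP detection.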
MLL CXXC-DNA inh – inhibitors of human MLL CXXC domain-DNA interaction; Q03164; MLL-CXXC / FITC-HOXA9 DNA fluorescence polarization; Potency, µM (doses to about 115 µM), for the others: at the top dose activity change, negative = inhibition, most hits filed as inhibitors; 290,000 compounds, 0.037% hits; active = well fitted inhibition curve with a large enough effect in the polarisation, with a control signal flat, not every such curve was filed as active; inconclusive = small, poorly fitted or top-dose-only effect, or effect the other way, or a change in a side signal; inactive = no such curve, though single readings can be large or run the other way; the % refers to the polarisation; also: potency is read from the fitted curve at half-maximal effect
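Steps: dispense CXXC domain solution (7 uM) → pin compounds or unlabeled HOX-A9 DNA control → 5 min ambient → add FLSN-HOX-A9 solution (50 nM) → spin → 30 min ambient → fluorescence polarization. Tris pH 7.5/NaCl/DTT/BSA buffer.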
Giardia killer – kills Giardia lamblia. Giardia lamblia trophozoite viability. activity change, % at 7.66 µM, hits read low. 340,000 compounds, 0.15% hits. AID 540267; in the data active = activity change below about -80%; inconclusive = between about -30% and that limit;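 also: parasites exposed to compound for two days anaerobically before the ATP read; % is scaled to controls: 0 for no effect and ±100 for the full control effect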
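Luminescence from cellular ATP indicates surviving trophozoites (100 cells/well) following 48 hrs anaerobic compound treatment at 37 deg C; signal develops 15-30 min at room temperature.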
TSHR antag – antagonists of human thyroid stimulating hormone receptor | P16473 | TSHR-expressing cells, TSH-stimulated cAMP HTRF, 2 h; active compounds read low | activity change, negative = inhibition, % at 11.5 µM | 330,000 compounds, 0.2% hits | AID 504810;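 active = activity change below a set negative limit, meaning inhibition stronger than a set level, cut at about -70% in these data; inconclusive = activity change between two set negative limits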; also: % is scaled to controls: 0 for no effect and ±100 for the full control effect
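Read-out is FRET at 665 nm (cryptate excitation 337 nm) from a cryptate-tagged anti-cAMP antibody, competed by cell cAMP against cAMP-d2. Compounds are tested on freshly harvested TSHR cells challenged with 4nM TSH (EC80) for 2 hours at 37 deg C.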
A-T KAP1 phos – potential ataxia-telangiectasia treatment | […] A-T fibroblasts, KAP-1 phosphorylation AlphaLISA; neocarzinostatin DNA damage 30 min before lysis | Potency, µM (series often up to 57.5 µM), for the others: at the top dose activation, actives largely listed as activators | 320,000 compounds, 0.19% hits | AID 485349; also: potency is read from the fitted curve at half-maximal effect; % of control where 0% means no effect; nearly all actives have a fitted effect of over 45% in size
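ATM-like activity read as KAP-1 phosphorylation via AlphaLISA donor/acceptor antibody pairs after lysis and 6 hr at 25C. Cells were ATM-null patient fibroblasts ([…], hTERT), dosed 60 min, then exposed to the DSB inducer NCS for 30 min.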
FBPA coupling cs – inhibits coupling enzyme system, counter-screen for aldolase hits; coupling enzyme system counterscreen, AmpLite Red fluorescence; activity change, negative = inhibition, % at 58.2 µM, hits read low; 290,000 compounds, 0.67% hits; AID 2472; in the data active = activity change below about -30%; also: % is scaled to controls: 0 for no effect and ±100 for the full control effect
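Final compound at 57.5 uM, incubated 10 min at RT with coupling enzyme reagent (glyceraldehyde-3-phosphate), then 20 min with substrate and AmpLite Red detection. Fluorescence read at 525/598 nm; tests interference with the coupling assay, not aldolase inhibition.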
Chronic BCR inh – inhibitors of chronic active B-cell receptor signaling | ABC-DLBCL IkBa-CBG/CBR reporter, luminescence ratio, 4 h | Potency, µM (titrated, usually from 46.1 µM), for the others: top-dose ratio change, negative = lower green/red ratio, actives largely listed as inhibitors | 340,000 compounds, 0.05% hits | AID 493014; active = well fitted inhibition curve with a large enough effect in the signal ratio, with a control signal flat, not every such curve was filed as active; inconclusive = small, poorly fitted or top-dose-only effect, or effect the other way, or a change in a side signal; the % refers to the signal ratio;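 also: potency is read from the fitted curve at half-maximal effect; plate controls were basal doxycycline-induced cells for no effect and cells given 10 µM MG132 for full effect; MG132 reads +100%, hits lower the ratio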
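Doxycycline induced both beetle luciferases in TMD8 lymphoma cells; IKK-driven degradation limits the IkappaBalpha-fused green signal, while red luminescence normalises for cell number and nonspecific effects. Compounds tested up to 46 uM, 4 hrs.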
Numbers without * were called inactive; ? = inconclusive; . = not tested or not shown; [ ] = another dose, or the depositor's remark. Unless noted, calls follow the shape of the dose curve; as a rule, active = well fitted curve in the direction sought with a large enough effect; inconclusive = small, poorly fitted or top-dose-only effect, or another doubt; inactive = no such curve, though single readings can be large; an effect the other way counts as inactive or inconclusive.

SMILES,TCR activator,Tb PFK block,KCNH2 WT inh,GALK inhibitor,MLL CXXC-DNA inh,Giardia killer,TSHR antag,A-T KAP1 phos,FBPA coupling cs,Chronic BCR inh
COc1ccc(C(=O)N2CCCC(Nc3ccc(C)c(C)c3)C2)cc1F (stereo not given),5.4%,0.8%,-7.8,0.1%,5.9%,14.3,6.6,3.9%,3.5,?
CCN(Cc1ccccc1)C(=O)COC(=O)c1cc(Cl)nc(Cl)c1,-6.8%,3.4%,-3.9,1.3%,-5.8%,13.2,-1.4,-1.4%,-2.2,2.6%
O=[N+]([O-])C(=C1Nc2ccccc2N1)C(Cl)=C(Cl)Cl,-0.6%,3.3%,-5.3,3.3%,-4.9%,31.2[activator],-6.2,-0.2%,-2.6,?
CCCN1CCN(C(=O)c2oc3ccccc3c2NC(=O)COc2ccc(OC)cc2)CC1,-0.1%,0.3%,3.5,-5.1%,-0.8%,-7.6,-4.6,4.3%,-1.9,-2.2%
N#CCC(=O)Nc1ccc(C(=O)OCC(=O)C23CC4CC(CC(C4)C2)C3)cc1,0.6%,-3.9%,0.5,.,.,6.2,-1.6,3.7%,.,-2.1%
Cc1nn(C)cc1CNC(=O)Nc1ccc(Cl)cc1,-3.5%[46.1 µM],-1.3%,-3.4,-0.2%,0.8%,-12.9,-13.9,4.2%,-1.1,15.3%
Cc1ccnc(N/C=C/C(=O)c2ccc(Br)cc2)c1,4.2%,-5.8%,-1.7,7.3%,6.6%,-1.7,-18.5,-3.9%,-0.6,?
CCOc1ccc(NC(=O)[C@@H]2CCCN2C(=O)c2cccs2)cc1S(=O)(=O)N1CCOCC1,1.1%,6.9%,-4.5,.,.,3.3,-3.8,11.3%,.,0.1%
CCOC(=O)c1cc(-c2ccco2)nc2c1c(C)nn2CCC#N,4.7%,11.9%,5.6,2.8%,0.9%,-1.1,3.4,-0.3%,-1.0,13.8%
O=C(COc1coc(CN2CCN(c3ccc(F)cc3)CC2)cc1=O)NCC1CCCO1 (stereo not given),.,-1.0%,0.2,.,.,17.8,-3.7,?,.,6.1%
COC(=O)[C@@]1(C)[C@H]2C(=O)N(Cc3ccccc3)C(=O)[C@H]2[C@H]2CN=C(SCc3ccc(Cl)cc3)N21,-8.7%[46.1 µM],-16.3%,-3.2,.,.,-2.2,2.3,5.2%,.,-1.8%
O=C(OCn1cncn1)c1ccc(Cl)cc1Cl,-2.5%,-5.9%,-4.9,0.5%,-0.4%,11.5,-5.1,-1.5%,2.1,3.8%
O=C(CSCc1ccco1)c1cccs1,1.8%,-4.4%,6.0,-0.2%,-0.2%,-16.0,-2.3,-2.9%,-3.0,?
O=C(/C(=C/O)N=Nc1ccccc1)c1cccs1,-3.7%,3.9%,5.5,0.2%,-3.6%,-21.9,3.0,-12.7%,-2.4,?
COc1ccc(NS(=O)(=O)c2cccc(NC(=O)c3ccccn3)c2)cc1,-2.9%,-6.4%,1.9,.,-0.9%,-28.2,-1.1,2.1%,0.0,-7.7%
CCOc1cc(N2CCOCC2)c(OCC)cc1NC(=O)COC(=O)CCn1c(C)csc1=O,0.9%,8.9%,2.6,.,.,-18.2,5.1,-1.7%,.,1.7%
CCOc1ccc(NC(=S)C(C#N)=C2N(C)c3ccccc3N2C)cc1,-9.1%,-0.7%,0.8,7.3%,6.8%,-12.4,-1.2,-4.7%,-0.1,-20.4%
COc1cccc(NC(=O)CSc2ccc3nnc(CCNC(=O)c4ccccc4)n3n2)c1,10.0%,2.1%,-5.0,-6.0%,-1.1%,?,-0.1,8.3%,1.8,-1.5%
CCCCCCNC(=O)c1cc(S(=O)(=O)N2CCc3ccccc32)ccc1F,0.8%,0.8%,.,-0.8%,8.0%,-1.0,-8.7,-1.1%,0.6,-1.8%
CS(=O)(=O)c1ccc(C(=O)NC2CCCCC2)cc1,-4.0%[46.1 µM],-3.9%,-2.2,-0.9%,15.2%,11.1,0.2,-3.9%,3.4,-8.6%

SMILES,TCR activator,Tb PFK block,KCNH2 WT inh,GALK inhibitor,MLL CXXC-DNA inh,Giardia killer,TSHR antag,A-T KAP1 phos,FBPA coupling cs,Chronic BCR inh
Cc1cc(C)c(S(=O)(=O)Nc2ccccn2)c(C)c1,.,1.2%,-0.5,5.1%,2.4%,-2.5,-8.8,-3.8%,1.0,-4.4%
O=c1[nH]cnc2scc(-c3ccc(F)cc3)c12,-6.7%,-4.4%,2.6,5.5%,-0.1%,-22.0,5.1,3.3%,1.2,-1.3%
O=[N+]([O-])c1cccc(N(CC(O)CN2CCCCC2)S(=O)(=O)c2ccccc2)c1 (stereo not given),1.3%,-10.2%,33.1,6.2%,-1.5%,-0.2,11.2,-5.2%,-0.6,-16.0%
COc1cc(/C=N/NC2=NC(C)(C)Cc3ccccc32)cc(OC)c1OC,-0.3%,0.4%,2.9,-3.6%,3.8%,15.6,-10.9,4.3%,-2.6,?
CCN1CCN(Cc2nc3c(c(=O)n(C)c(=O)n3C)n2C(C)C(C)=O)CC1 (stereo not given),.,2.4%,-0.6,3.9%,-5.7%,-5.3,11.6,1.1%,7.1,-0.4%
C=CCn1c(=O)c2ccccc2n2nnc(C(=O)OCC)c12,-1.5%,-7.7%,-4.0,5.3%,-6.5%,-17.2,10.1,-2.9%,5.9,-7.0%
COc1ccc(CNC(=S)Nc2ccccc2F)cc1,1.6%,-14.5%,-6.0,6.4%,2.0%,-21.4,7.2,13.1%,-3.8,-6.3%
Clc1cccc(-c2ccc3ncnc(NCc4ccc5c(c4)OCO5)c3c2)c1,.,-0.2%,.,.,.,.,-19.7,-0.8%,.,?
Cc1cc(Br)c(OCc2ccc(C(=O)N/N=C3\CC4CC=CC34)cc2)c(Br)c1 (stereo not given),4.0%[46.1 µM],-0.1%,-8.8,.,-7.6%,0.6,-11.8,-0.8%,1.9,2.1%
Oc1ccc2ccc3[nH]cnc3c2c1,-0.2%,0.1%,1.3,6.5%,5.6%,-15.4,-4.3,1.7%,0.3,-4.1%
O=C(O)CCc1ccc(-c2ccc(Br)cc2)n1-c1cccc(O)c1,13.6%,0.5%,-7.4,2.1%,?,-9.4,-14.4,6.2%,11.4,0.6%
NS(=O)(=O)c1ccc(CCNCc2cc(Cl)ccc2OCc2ccccc2)cc1,-9.5%,2.4%,3.6,-3.7%,56.1%[activator],-19.5,20.9,-1.1%,1.9,?
CCc1ccccc1NC(=O)CCC(=O)OCC(=O)c1ccc(-c2ccccc2)cc1,4.0%[46.1 µM],-1.8%,0.3,0.5%,13.9%,-1.0,4.0,11.0%,3.8,1.5%
Clc1ccc(OCc2nn3c(-c4ccco4)nnc3s2)cc1,-2.9%,-1.5%,-2.6,4.2%,-3.8%,13.7,2.4,3.7%,1.2,?
Nc1nc(-c2ccco2)nn1S(=O)(=O)c1ccc(Cl)cc1,8.7%,0.7%,-30.0,-2.2%,0.8%,5.4,-10.0,3.3%,-0.7,-2.6%
COC(=O)c1cc(OC)c(OC)cc1NC(=O)c1ccc(C)cc1,-3.8%,1.2%,3.0,-3.4%,0.3%,26.5,4.3,-2.4%,0.6,16.1%
O=C(CN(C(=O)CNS(=O)(=O)c1ccccc1)c1ccc(F)cc1)NCc1ccco1,5.4%,-2.9%,11.7,-2.5%,0.3%,-6.9,4.2,-6.2%,-1.0,-0.5%
CCCNS(=O)(=O)c1ccc(OCC(=O)Nc2ccc3c(c2)OCCO3)c(C)c1,4.7%,-6.7%,29.8,.,.,-9.8,-11.8,16.3%,.,1.0%
CCCCC(=O)Nc1cccc(NC(=O)c2ccc(Br)cc2)c1,4.2%,-0.2%,-8.4,-3.0%,-10.3%,3.4,-10.3,-0.3%,0.7,?
Cc1ccc(CNC(=O)C(OC(=O)c2ccco2)C(C)C)cc1 (stereo not given),.,0.7%,-8.9,0.6%,1.7%,4.9,19.3,.,1.4,10.5%
COc1ccc(-c2cccc(NS(=O)(=O)c3cc([N+](=O)[O-])c(C)c([N+](=O)[O-])c3)c2)nn1,4.8%,5.2%,-11.6,.,.,-3.2,-24.7,-1.7%,.,2.7%
C#CC[N+]1(CC#Cc2ccccc2)CCCC1,-2.9%,1.8%,-2.2,1.7%,2.4%,24.1,25.6,-0.8%,4.2,0.6%

Assay outcomes (PubChem BioAssay)
